# Screening results as filed in PubChem.
# PLAP inhibitors HTS = inhibition of human placental alkaline phosphatase – biochemical, luminescence, HTS (AID 690); 96,000 compounds, 0.08% hits; one-dose inhibition, % at 20 µM; IC50 in µM for titrated hits; purified PLAP, luminescent substrate; higher % means a stronger effect; in the data active = a potency from the dose series; inactive = the rest, 99 in 100 with inhibition below about 30%; note: strong numbers were not always called active
# IL1B NFkB inh = blocks IL-1B driven NFkB nuclear translocation in HUVEC cells; HUVEC IL-1B NFkB p65 nuclear translocation imaging; inhibition, % at 2 µM; 94,000 compounds, 0.43% hits; AID 796;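 active = inhibition above about 30% together with a positive call from visual inspection of the well image, limit read from the data; inconclusive = inhibition above a set limit but visual check negative; inactive = inhibition not above a set limit, visual check negative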;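 note: nuclear over cytoplasmic p65 intensity ratio measured by imaging; 0% = IL-1B stimulated DMSO wells and 100% = unstimulated DMSO wells; values of inactives mirror those of a sister screen read the other way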
# Bcl-B displacement = displacers of TR3 peptide from Bcl-B, primary screen, selectivity assay for Bfl-1 inhibitor project, biochemical, fluorescence polarization. FP displacement of FITC-TR3 peptide from Bcl-B; higher % means a stronger effect. displacement, % at 20 µM, or IC50 in µM where a hit was titrated. 96,000 compounds, 0.11% hits;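 active = displacement above 50% at 20 µM plus a fluorescence interference ratio under 1.5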;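 note: plate controls were wells without compound for no effect and wells lacking Bcl-B protein for full effect; a part of the inactive calls stands beside numbers as strong as those of hits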
# MRP reversal = compounds reversing MRP-mediated drug resistance. H69AR cells + 2 uM doxorubicin, CellTiter-Glo, 72 h. differential viability (reversal), % at 10 µM. 85,000 compounds, 0.04% hits. AID 602;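 active = viability drop by adding the cancer drug above about 55%, with treated viability meeting a 40% cutoff, limit read from the data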;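 note: viability without doxorubicin minus viability with 2 µM doxorubicin for each compound; larger differential means the compound sensitizes cells more to doxorubicin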
# NFkB transloc pot = enhances IL-1B driven NFkB nuclear translocation; HUVEC IL-1B NFkB p65 nuclear translocation imaging; activation, % at 2 µM; 94,000 compounds, 0.3% hits; AID 819;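 active = activation above 40%, about the mean plus 3 SD, also judged a hit on visual image review; inconclusive = activation above 40% but not a hit on visual review; inactive = activation not above 40% and no visual hit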;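 note: percent activation is computed from the nuclear over cytoplasmic p65 intensity ratio; values of inactives mirror those of a sister screen read the other way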
# MRP reversal cytotoxicity = also measured in MRP reversal; calls as there; viability, %; H69AR cells, CellTiter-Glo, 72 h; measured here: cytotoxicity without doxorubicin
# MRP reversal with doxorubicin = also measured in MRP reversal; calls as there; viability, %; measured here: viability with 2 uM doxorubicin; hits give low values
# IL1B NFkB inh cell count 2 µM = also measured in IL1B NFkB inh; calls as there; cell count; measured here: cells passing quality filter;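 raw number of nuclei counted in each imaged well without normalization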
# NFkB transloc pot cell count 2 µM = further read-out of NFkB transloc pot, marked with its call; cell count; measured here: cells passing quality filter
# Numbers without * were called inactive; ? = inconclusive; / = no result given.
SMILES,PLAP inhibitors HTS,IL1B NFkB inh,IL1B NFkB inh cell count 2 µM,Bcl-B displacement,MRP reversal,MRP reversal cytotoxicity,MRP reversal with doxorubicin,NFkB transloc pot,NFkB transloc pot cell count 2 µM
COc1ccccc1N=C1SC(C(=O)Nc2ccc(F)cc2)CC(=O)N1C (configuration not stated),/,-1,117,/,0,83,83,1,117
COc1ccccc1NC(=O)CSc1nnc(CC(=O)Nc2cccc(C(F)(F)F)c2)n1C,21%,3,61,-19%,1,62,61,-3,61
COc1cccc(NS(=O)(=O)Cc2ccccc2)c1,-4%,2,157,5%,0,90,91,-1,157
O=C1CCCc2ccccc2N1Cc1ccccc1Cl,2%,-3,98,-7%,/,/,/,3,98
COc1ccc2c(c1OC)C(=O)OC2Nc1ncc(Br)cc1Br (configuration not stated),22%,-18,69,-6%,-3,90,92,18,69
Nn1c(SCC(=O)Nc2ccc3c(c2)OCO3)nnc1C1CCCCC1,26%,-1,82,-3%,9,102,93,1,82
COCCCNC(=O)CS(=O)Cc1nc(-c2ccccc2C)oc1C (configuration not stated),-4%,13,167,11%,16,97,81,-13,167
COc1ccccc1C(=O)Nc1nnc(C)s1,20%,14,178,-1%,/,/,/,-14,178
Cn1c(CNc2ccccc2O)nc2ccccc21,-141%,-4,46,11%,-4,66,71,4,46
CC(C)COc1ccc(C(=O)OCCN2CCOCC2)cc1,-26%,-12,142,-15%,-5,101,106,12,142
Cn1c(=O)c2cc(NC(=O)c3ccccc3Cl)c(=O)oc2n(C)c1=O,-11%,/,/,1%,-6,89,96,/,/
C/C(=N\NC(=O)C1COc2ccccc2O1)c1ccc(C)o1 (configuration not stated),-97%,-22,162,-18%,/,/,/,22,162
CCOc1ccc(C2C(C#N)=C(N)N(c3sc4c(c3C#N)CCCC4)C3=C2C(=O)CCC3)cc1 (configuration not stated),8%,4,77,-3%,/,/,/,-4,77
Cc1cc(C)n2nc(SCC(=O)Nc3ccc(F)cc3)nc2n1,-8%,8,188,1%,17,105,88,-8,188
Cc1ccc(C)c(N(CC(=O)Nc2cc(Cl)ccc2Oc2ccccc2)S(C)(=O)=O)c1,-14%,-2,159,-2%,/,/,/,2,159

# The last 2 entries of the section before open the next one:
SMILES,PLAP inhibitors HTS,IL1B NFkB inh,IL1B NFkB inh cell count 2 µM,Bcl-B displacement,MRP reversal,MRP reversal cytotoxicity,MRP reversal with doxorubicin,NFkB transloc pot,NFkB transloc pot cell count 2 µM
Cc1cc(C)n2nc(SCC(=O)Nc3ccc(F)cc3)nc2n1,-8%,8,188,1%,17,105,88,-8,188
Cc1ccc(C)c(N(CC(=O)Nc2cc(Cl)ccc2Oc2ccccc2)S(C)(=O)=O)c1,-14%,-2,159,-2%,/,/,/,2,159
C=CCN1C(=O)CN=C1Nc1ccccc1,11%,-11,150,11%,-14,83,97,11,150
Cn1c(=O)c2c(-c3ccccc3)n(N3CCOCC3)cc2n(C)c1=O,-16%,-11,134,10%,34,60,26,11,134
O=C(OC1CCN(c2ccc([N+](=O)[O-])cc2)CC1)c1ccccc1,-1%,-7,190,-445%,/,/,/,7,190
COc1cccc(-c2n[nH]c(=S)n2Cc2ccco2)c1OC,-5%,11,79,-10%,1,90,89,-11,79
CCCCCC1CC(CC(C)C(=O)Nc2nncs2)C(=O)O1 (configuration not stated),/,7,132,/,-2,94,96,-7,132
CCCCN(CCCC)c1cn[nH]c(=O)c1Cl,/,-3,109,/,-5,74,79,3,109
Cc1ccc(NC(=O)/C(=C\c2ccc([N+](=O)[O-])cc2)NC(=O)c2ccccc2)cc1,11%,6,154,1%,/,/,/,-6,154
O=C(N/N=C\c1ccc(Cl)cc1Cl)c1sccc1-n1cccc1,9%,0,119,10%,/,/,/,0,119
Cc1c(Nc2c3c(c(C#N)c4nc5ccccc5n24)CCC3)c(=O)n(-c2ccccc2)n1C,-3%,-1,109,16%,/,/,/,1,109
CCCn1nnnc1SCC(=O)Nc1cccc(NC(=O)c2ccco2)c1,4%,-10,157,2%,4,75,71,10,157
O=C(NCc1ccccc1)c1cc(S(=O)(=O)N2CCC3(CC2)OCCO3)ccc1F,-15%,-3,110,-8%,22,93,71,3,110
O=C1c2cccnc2C(O)N1Cc1ccco1 (configuration not stated),-6%,4,172,1%,9,103,94,-4,172
CCN(CC)CCN1C(=O)C(=O)/C(=C(/O)c2c(C)[nH]c(C(=O)OC)c2C)C1c1ccccc1OC (configuration not stated),-60%,3,133,-6%,-11,100,111,-3,133
N#Cc1cn(Cc2cccc(Cl)c2)c2ccccc12,-5%,6,100,-4%,-9,63,72,-6,100
CCOC(=O)C1=C(C)N=C2SCCC(=O)N2C1c1cc(Br)ccc1OC (configuration not stated),/,2,135,/,7,83,76,-2,135

# Ordered by value in Bcl-B displacement (largest number first): 6 of the compounds above.
SMILES	Bcl-B displacement
Cn1c(=O)c2c(-c3ccccc3)n(N3CCOCC3)cc2n(C)c1=O	10%
O=C1c2cccnc2C(O)N1Cc1ccco1 (configuration not stated)	1%
N#Cc1cn(Cc2cccc(Cl)c2)c2ccccc12	-4%
CCN(CC)CCN1C(=O)C(=O)/C(=C(/O)c2c(C)[nH]c(C(=O)OC)c2C)C1c1ccccc1OC (configuration not stated)	-6%
O=C(NCc1ccccc1)c1cc(S(=O)(=O)N2CCC3(CC2)OCCO3)ccc1F	-8%
COc1cccc(-c2n[nH]c(=S)n2Cc2ccco2)c1OC	-10%

# Following part:
SMILES,PLAP inhibitors HTS,IL1B NFkB inh,IL1B NFkB inh cell count 2 µM,Bcl-B displacement,MRP reversal,MRP reversal cytotoxicity,MRP reversal with doxorubicin,NFkB transloc pot,NFkB transloc pot cell count 2 µM
O=C(Nc1ccccc1)Nc1ccc(S(=O)(=O)N2CCCCC2)cc1,3%,-5,174,2%,-48,13,61,5,174
C/C(CC(=O)Nc1ccc(N(C)C)cc1)=N\NC(=O)c1ccccn1,-99%,-8,132,-1%,/,/,/,7,132
O=C(Nc1ccc(S(=O)(=O)N2CCCCCC2)cc1)C1CCCO1 (configuration not stated),-17%,14,109,-6%,8,89,80,-14,109
C=CCn1c(SCC(=O)Nc2sccc2C(N)=O)nc2ccccc2c1=O,-3%,10,172,-14%,-37,31,68,-10,172
COC(=O)c1ccccc1NC(=O)COC(=O)c1ccco1,-4%,-6,133,33%,/,/,/,6,133
CCC12CN(S(=O)(=O)c3ccc(C)cc3)CC(CC)(CN(S(=O)(=O)c3ccc(C)cc3)C1)C2=O,-26%,4,153,0%,-8,89,98,-4,153
O=C1C(NS(=O)(=O)c2cccs2)=C(N2CCN(c3cccc(Cl)c3)CC2)C(=O)c2ccccc21,-58%,1,168,28%,-10,71,82,-1,168
Clc1cccc(CN2CCC(Cc3ccccc3)CC2)c1,10%,-9,133,10%,/,/,/,9,133
O=C(NC1CCCC1)C(c1ccccc1)N(C(=O)c1ccno1)c1ccccc1 (configuration not stated),/,46*,27*,/,8,93,85,-46,27
CN1CCN(CC(O)COc2ccc(Cl)cc2)CC1 (configuration not stated),17%,-6,133,-17%,3,98,95,6,133
O=C(Nc1ccc(OCC(F)(F)C(F)F)c(C(F)(F)F)c1)c1ccccc1,/,3,132,/,/,/,/,-3,132
O=C(Nc1ccccc1)C1CC2CCCC(C1)C2=O (configuration not stated),-35%,-2,155,-5%,9,99,90,2,155
O=C(CSc1nnc2scc(-c3ccc(Cl)cc3)n12)NCc1ccco1,16%,-12,106,0%,4,80,75,12,106
O=C(Cn1c(C(F)(F)F)nc2ccccc21)c1ccc(Cl)cc1,6%,-17,146,-2%,/,/,/,17,146
O=C(c1sc2ccccc2c1Cl)N(Cc1ccccc1)C1CCS(=O)(=O)C1 (configuration not stated),-22%,66*,146*,3%,-2,67,69,-66,146
CN(C)Cc1nc2c(c(=O)[nH]1)C(C)(C)Cc1ccccc1-2,-126%,-24,172,0%,10,90,80,23,172
COc1c2ccc(C(=O)NCCCCc3ccccc3)cc2nn1C,2%,22,156,0%,/,/,/,-22,156
COC(=O)C(C(=O)Nc1ccccc1C)C1CCCC1 (configuration not stated),17%,-9,82,1%,8,97,89,9,82
CC(=O)Nc1ccc(-c2nnc(SCC(=O)NCc3ccco3)n2C)cc1,-13%,-8,151,6%,-14,78,92,8,151
CCOC(=O)CN(C(=O)CSc1nnc(CNc2ccc(C)cc2C)o1)c1ccccc1,-39%,-4,126,-33%,8,83,75,4,126
O=C(NC1CCCCCC1)c1nc2ncccn2n1,3%,2,97,4%,-4,94,97,-2,97
CC1=C(C(=O)Nc2ccccc2)C(c2ccc3c(c2)OCO3)C2=C(CCCC2=O)N1 (configuration not stated),-72%,1,112,0%,-4,100,104,-1,112
CCc1nc(N2CCN(C(=O)c3ccccc3)CC2)c(C#N)c2c1COC(C)(C)C2,-53%,-41,132,2%,29,73,44,?,/
COc1cc2c(cc1OC)CN(C(=O)Cc1ccc(OC)c(S(=O)(=O)N3CCOCC3)c1)CC2,-26%,8,164,-1%,-1,95,97,-8,164
COC(=O)C(C)C1Sc2ccccc2NC1=O (configuration not stated),-16%,-23,10,1%,-4,91,95,23,10
Cn1c(=O)c2c(nc(SCCCC#N)n2Cc2ccccc2F)n(C)c1=O,-10%,-8,69,0%,4,72,68,8,69
CC(C)OP(=O)(c1ccc(N(C)C)cc1)C(O)c1c(Cl)cccc1Cl (configuration not stated),-54%,4,179,9%,-7,66,73,-4,179
COc1cccc(C2=CC(c3ccccc3)n3nnnc3N2)c1 (configuration not stated),17%,13,131,-5%,/,/,/,-13,131
Cc1ccc(-c2nnn(CC(=O)N(Cc3ccccc3F)C(C(=O)NC3CCCC3)c3ccncc3)n2)o1 (configuration not stated),/,10,121,/,-37,46,83,-10,121
O=C(CC(c1ccccc1)c1ccccc1)Nc1ccc(Cl)cn1,7%,12,195,3%,-57,17,74,-12,195
c1ccc2c(c1)Cn1nc(Cc3nc4c(s3)CCCC4)nc1-2,-66%,3,136,4%,10,102,92,-3,136
O=C(CCn1c(=O)[nH]c2ccccc2c1=O)Nc1ccccc1,0%,8,107,9%,/,/,/,-8,107
CCCc1nc2c(=O)n(C)c(=O)[nH]c2n1C,4%,-10,190,46%,/,/,/,10,190
CC1=CC(C)(C)Nc2ccc(OC(=O)C(Cc3ccccc3)N3C(=O)C4CCCCC4C3=O)cc21 (configuration not stated),-33%,1,63,-93%,12,80,68,-1,63
COc1ccc(N2CCN(c3nc(Nc4ccc(F)cc4)nc(OC)n3)CC2)cc1,1%,-5,157,-8%,/,/,/,5,157
CC(=O)c1c(C)nn(CC(O)Cn2c3c(c4cc(C)ccc42)CCCC3=O)c1C (configuration not stated),-76%,-14,148,-14%,4,92,88,14,148
Cc1ccc(S(=O)(=O)NNC(=O)C2Cc3c(ccc4ccccc34)O2)cc1 (configuration not stated),-18%,6,149,-2%,/,/,/,-6,149
CC(C)C(c1nnnn1C1CCCCC1)N1CCN(c2ncccn2)CC1 (configuration not stated),-39%,4,108,-5%,-3,86,89,-4,108
O=C(COc1ccc([N+](=O)[O-])cc1)NN=C1CCCC1,9%,-1,178,-8%,/,/,/,1,178
Cc1ccc(-c2nnn(CC(=O)Nc3ccccc3-c3ccccc3)n2)c(-n2cnnn2)c1,-12%,8,158,2%,5,98,93,-7,158
O=c1cc(-c2ccccc2)nc(N2CCCCC2)[nH]1,25%,1,100,6%,20,92,72,-1,100
Cc1cccc(-c2nc(CS(=O)CC(=O)NC3CCCC3)c(C)o2)c1 (configuration not stated),-62%,8,154,7%,0,94,94,-8,154
O=C(CN(Cc1ccccc1F)C(=O)Cn1nnc(-c2cccs2)n1)NCC1CCCO1 (configuration not stated),-64%,6,162,4%,-14,79,93,-6,162
Clc1ccccc1-c1nnc2sc(-c3ccc(Br)o3)nn12,18%,-32,167,-5%,-20,62,82,32,167
Cc1cccc(N2CCN(C(=O)c3ccc(N4CCCC4=O)cc3)CC2C)c1 (configuration not stated),2%,-2,146,-11%,38,101,63,2,146
CCCN1C(=O)CN(C2CCCCCC2)C(=O)C1c1ccc(C)cc1 (configuration not stated),-3%,1,174,-12%,14,95,80,-1,174
CCN(c1ccccc1)S(=O)(=O)c1ccc(NC(=S)NC(=O)c2ccc(Br)o2)cc1,7%,-1,190,-13%,/,/,/,1,190

# Not all compounds are listed; rates above refer to the full screens.
